# LmPK inh: inhibitors of Leishmania mexicana pyruvate kinase. Q27686. purified LmPK, Kinase-Glo ATP luminescence, 1 h. Potency, µM (top dose mostly 57.5 µM), without a hit: top-dose activity change, negative = inhibition, actives largely listed as inhibitors. 290,000 compounds, 0.37% hits. AID 1721; note: potency is the fitted concentration of half-maximal effect
# Target sequence (Q27686 whole entry, looked up): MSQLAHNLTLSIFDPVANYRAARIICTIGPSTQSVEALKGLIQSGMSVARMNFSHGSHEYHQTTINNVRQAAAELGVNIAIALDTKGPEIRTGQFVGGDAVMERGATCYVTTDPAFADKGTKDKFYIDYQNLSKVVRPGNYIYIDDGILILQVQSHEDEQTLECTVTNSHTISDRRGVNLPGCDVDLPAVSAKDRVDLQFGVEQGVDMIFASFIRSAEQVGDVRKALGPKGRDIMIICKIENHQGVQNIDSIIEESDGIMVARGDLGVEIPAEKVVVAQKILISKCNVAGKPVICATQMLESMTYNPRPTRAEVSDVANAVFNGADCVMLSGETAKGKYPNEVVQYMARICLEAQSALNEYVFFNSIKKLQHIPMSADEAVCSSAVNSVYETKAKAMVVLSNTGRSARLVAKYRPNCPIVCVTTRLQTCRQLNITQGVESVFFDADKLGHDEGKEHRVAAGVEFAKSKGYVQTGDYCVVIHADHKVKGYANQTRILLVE
#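 ATP generated from ADP (0.1 mM) and PEP (0.5 mM) by 0.1 nM LmPK over 1 h at room temperature (pH 7.2 imidazole buffer) was detected by coupled luciferase luminescence. Values were normalized to uninhibited and no-enzyme wells.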
# Tb PYK inh: inhibitors of Trypanosoma brucei pyruvate kinase; 410,000 compounds, 0.12% hits; Q57TT1; AID 624173; TbPYK enzyme, Kinase-Glo Plus ATP luminescence, 45 min; Potency, µM (doses to about 76.8 µM), for inactives: at the highest dose activity, negative = inhibition, most hits filed as inhibitors; note: potency is the fitted concentration of half-maximal effect; nearly all actives have a fitted effect of over 50% in size
#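 Screened from lowest to highest concentration, compounds were pinned into TbPYK/substrate mixtures, and ADP (130 uM final) was added. Plates sat at room temperature for 45 min prior to Kinase-Glo Plus detection by luminescence.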
# HCMV inh: inhibitors of human cytomegalovirus; activity change, negative = inhibition, % at 57.5 µM; 410,000 compounds, 4.5% hits; AID 1259415; HFF cells, HCMV-luciferase reporter, 72 h; stronger effect = lower value; in the data active = activity change below about -60%; inconclusive = no clear call, values can overlap the other calls; inactive = above about -39%
#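 Human foreskin fibroblasts infected with luciferase-reporter HCMV at MOI 1 PFU/cell, compounds at two doses. Luciferase measured 72 h post infection; normalized to buffer-only basal and Salinomycin (10uM) controls.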
# AMA1-RON2 inh: AMA1-RON2 (P. falciparum) interaction inhibition; AlphaScreen AMA1-biotinylated RON2 peptide binding; Potency, µM (doses to about 58.2 µM), for the others: at the highest dose activity change, negative = inhibition, hits mostly inhibitors; 360,000 compounds, 0.2% hits; AID 720542;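 note: potency is the fitted concentration of half-maximal effect; 0% = vehicle wells and -100% = peptide control; nearly all actives have a fitted effect of over 45% in size; some results filed as inactive show a strong effect at the top dose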
#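 AMA1 (3D7) with his tag at 25 nM final met compounds first, then biotinylated RON2 peptide at 25 nM; detection used donor plus acceptor beads, 10 µg/mL apiece, read by AlphaScreen after 30 min at room temperature.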
# HCV inhibitor: inhibitors of hepatitis C virus infection. Huh7.5.1 HCVcc-Cre infection, luciferase reporter, 44 h. Potency, µM (doses to about 41.8 µM), for inactives: at the top dose activity change, negative = inhibition, hits mostly inhibitors. 340,000 compounds, 3.4% hits; note: potency is the fitted concentration of half-maximal effect
#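 Seed cells (1,000/well) for 4 h; treat with compound and infect with HCVcc-Cre, moi about 0.5. Incubate 44 h, then detect luciferase activity.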
# AmpC no deterg: blocks E. coli AmpC beta-lactamase in detergent-free assay; P00811; AmpC nitrocefin hydrolysis, absorbance 480 nm, 0.0001% Triton; Potency, µM (series often up to 57.1 µM), without a hit: at the top dose activity change, negative = inhibition, actives largely listed as inhibitors; 330,000 compounds, 0.52% hits; AID 485341;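 note: potency is the fitted concentration of half-maximal effect; plate controls were no compound for no effect and no enzyme for full effect; nearly all actives have a fitted effect of over 20% in size; some results filed as inactive show a strong effect at the top dose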
# Target sequence (P00811 whole entry, looked up): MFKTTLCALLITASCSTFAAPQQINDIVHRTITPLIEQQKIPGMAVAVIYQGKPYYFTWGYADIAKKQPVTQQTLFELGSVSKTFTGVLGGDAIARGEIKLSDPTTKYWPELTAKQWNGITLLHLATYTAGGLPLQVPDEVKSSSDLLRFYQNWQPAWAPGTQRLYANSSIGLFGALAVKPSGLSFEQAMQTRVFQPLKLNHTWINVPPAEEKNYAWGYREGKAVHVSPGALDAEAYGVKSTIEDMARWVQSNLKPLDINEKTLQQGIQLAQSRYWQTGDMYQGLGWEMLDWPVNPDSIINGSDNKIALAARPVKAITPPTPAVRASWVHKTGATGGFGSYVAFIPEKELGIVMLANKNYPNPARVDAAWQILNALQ
#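 AmpC (5.3 nM in the dispensed reagent) in 20 mM phosphate pH 7.0 with 0.01% (detergent screen) or 0.0001% Triton X-100 was preincubated with compounds for 15 min at room temperature. Nitrocefin was then added from an 800 uM solution, and hydrolysis was followed at 480 nm.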
# AmpC inh detg: inhibitors of E. coli AmpC beta-lactamase with detergent. P00811. AmpC hydrolysis of nitrocefin, absorbance 480 nm, 0.01% Triton. 370,000 compounds, 0.041% hits. Potency, µM (top dose mostly 114 µM), for inactives: at the top dose activity change, negative = inhibition, most hits filed as inhibitors;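 note: potency is the fitted concentration of half-maximal effect; 0% = no-compound wells and -100% = no-enzyme wells; nearly all actives have a fitted effect of over 25% in size; some results filed as inactive show a strong effect at the top dose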
#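 AmpC (5.3 nM in the dispensed reagent) in 20 mM phosphate pH 7.0 with 0.01% (detergent screen) or 0.0001% Triton X-100 was preincubated with compounds for 15 min at room temperature. Nitrocefin was then added from an 800 uM solution, and hydrolysis was followed at 480 nm.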
# Starred values were filed as active, the others as inactive; ? = inconclusive; nt = no result given; & = joins results of further samples; [ ] = remark or other dose. Unless noted, calls come from the whole dose curve; as a rule, active = well fitted curve in the direction sought with a large enough effect; inconclusive = small, poorly fitted or top-dose-only effect, or another doubt; inactive = no such curve, though single readings can be large; an effect the other way counts as inactive or inconclusive. Unless noted, % is set by controls: 0 for no effect and ±100 for the full control effect.
# A first look (3 entries):
SMILES,LmPK inh,Tb PYK inh,HCMV inh,AMA1-RON2 inh,HCV inhibitor,AmpC no deterg,AmpC inh detg
COc1ccc(OC)c(NC(=O)CSC2=C(C#N)C(c3ccco3)C3=C(CCCC3=O)N2)c1 (configuration not stated),2%,-7%,-40,-4%,?,-4%,-13%
CCNc1nc(NCC)nc(OCCOC(=O)c2ccccc2)n1,-4%,5%,4,3%,?,1%,-7%
Cn1c(=O)cc(C(=O)N/N=C/c2ccc(Cl)cc2)[nH]c1=O,-6%,-3%,58,100%[activator],19%,-7%,7%

# The whole of this part, previewed entries included:
SMILES,LmPK inh,Tb PYK inh,HCMV inh,AMA1-RON2 inh,HCV inhibitor,AmpC no deterg,AmpC inh detg
COc1ccc(OC)c(NC(=O)CSC2=C(C#N)C(c3ccco3)C3=C(CCCC3=O)N2)c1 (configuration not stated),2%,-7%,-40,-4%,?,-4%,-13%
CCNc1nc(NCC)nc(OCCOC(=O)c2ccccc2)n1,-4%,5%,4,3%,?,1%,-7%
Cn1c(=O)cc(C(=O)N/N=C/c2ccc(Cl)cc2)[nH]c1=O,-6%,-3%,58,100%[activator],19%,-7%,7%
Nc1cc(C(=O)c2ccccc2)ccc1[N+](=O)[O-],12%,-4%,-35,-1%,13%,-29%,?
COc1ccc(CN2CC(C(=O)NCCCOC(C)C)CC2=O)cc1 (configuration not stated),3%,-7%,19,-5%,9%,1%,?
CC(=O)Nc1cnn(Cc2ccc(Br)cc2)c1,-4%,11%,22,52%[activator],28%,-5%,-2%
O=C(CN1C(=O)NC2(CCCCC2)C1=O)Nc1cc(C(F)(F)F)ccc1N1CCOCC1,nt,5%,5,13%,-3%,19%,0%
CCOC(=O)N1CCC(N2C(=O)c3ccc(C(=O)NCc4ccco4)cc3C2=O)CC1,-1%,-2%,14,0%,4%&8%,26%,-8%
COc1ccc(/C=C/C(=O)O)cc1COc1cccc(C)c1,1%,2%,8,0%,9%,-17%,-9%
Cc1cc(C)c(C(N)=O)c(SCC(=O)c2cc(C)n(-c3cc(C)on3)c2C)n1,nt,1%,?,-8%,2.2µM*,5%,nt
Cc1ccccc1COCCN1CCN(S(=O)(=O)c2ccccc2)CCC1=O,10%,4%,-4,-2%,-5%,45%,0%
S=C(Nc1cccnc1)Nc1cccc2cnccc12,1%,1%,-36,-20%,-8%,-13%,?
Cc1ccc(NC2=C(Cl)C(=O)N(C3CCCCC3)C2=O)cc1,2%,-3%,-36,-15%,-1%,-26%,-6%
O=C(CN(C(=O)Cn1nnc(-c2cccs2)n1)c1ccc2c(c1)OCCO2)NC1CCCCC1,2%,5%,35,-1%,-7%,-14%,-15%
Cc1ccccc1NC(=O)C1C2/C=C\CCCCC21 (configuration not stated),-3%,11%,-25,-7%,5%,-5%,-8%
Cc1c(C(=O)N2CCC(C)CC2)c(S(=O)(=O)Nc2cccc(C(F)(F)F)c2)c(C)n1C,nt,4%,?,nt,nt,nt,?
Oc1cccc2ccc(/C=C/c3ccc(Br)s3)nc12,-21%,2%,-25,0%,14%,4%,15%
Nc1cc(N)nc(SCC(=O)c2ccccc2)n1,-4%,3%,80,-1%,15%,-9%,-3%
Cc1csc(SCC(=O)c2cc(C)n(Cc3cccs3)c2C)n1,-7%,2%,-94*,32%[activator],10µM*,-20%,-8%
COc1ccc(CNC(=O)c2ccc(CS(=O)Cc3ccc(Cl)cc3)o2)cc1 (configuration not stated),2%,-3%,0,-3%,-2%,47%,2%
C=CCN=C1SC(CC)C(=O)N1S(=O)(=O)c1ccc(C)cc1 (configuration not stated),2%,-12%,9,13%,10%,-18%,-1%
COCCCNc1nc2ccccc2nc1NS(=O)(=O)c1ccc(C)cc1C,0%,2%,-28,4%,6%,-9%,1%
CCOc1ccc(-c2nc(-c3ccc(OC)c(OC)c3)no2)cc1OCC,3%,nt,nt,nt,?,-28%,-3%
CCN(CC(=O)Nc1c(F)cccc1F)C(=O)Cc1ccc(OC)c(S(=O)(=O)N2CCOCC2)c1,nt,2%,-12,32%[activator],3%,-5%,-16%
CCN1CCN(C(c2cccs2)C(C)NC(=O)NC2CCCCC2)CC1 (configuration not stated),-1%,1%,-8,-8%,21%,45µM*,?
Cc1cc(S(=O)(=O)Nc2ccc(C(=O)NC3CC3)cc2)ccc1F,nt,6%,21,-10%,nt,nt,nt
COc1ccc(-c2c(C(F)(F)F)[nH]n3c(=O)cc(-c4ccccc4)nc23)cc1,1%,3%,-7,-12%,1%,-51%,1%
CC(C)Oc1ccc(C(=O)N2CCN(CCc3ccccn3)CC2)cc1,nt,2%,4,nt,nt,nt,18%
Cn1c(C(=O)NC2CCCCC2)cc2sccc21,0%,1%,55,0%,5%,-11%,?
CCOc1ccc(NS(=O)(=O)c2cnc(Cl)c(Cl)c2)cc1,-1%,2%,-33,12%,-6%,-18%,-1%
Cc1ccccc1CN1CCC(n2nccc2NC(=O)CCCc2ccccc2)CC1,7%,0%,-30,-4%,9%,77%[activator],3%
Cc1cccc(NC(=O)c2ccc3ccccc3n2)n1,-9%,-8%,112,22%,?,-15%,?
CC(C)(C)OC(=O)N1CCC(c2c(C(=O)N3CCN(C(=O)c4ccco4)CC3)cnn2-c2ccccc2Cl)CC1,nt,-5%,14,nt,nt,nt,-3%
CCN(CC)S(=O)(=O)c1ccc2c(c1)N(CC(=O)N1CCN(c3cccc(Cl)c3)CC1)C(=O)CO2,nt,-15%,-22,nt,nt,nt,7%
CN(C)S(=O)(=O)Oc1ccc(Cl)cc1C(=O)Nc1cccc(C(F)(F)F)c1,1%,-9%,146,-1%,11µM*,30%[activator],-1%
COc1ccc(Nc2nc(NCc3ccco3)nc(N/N=C/c3ccccc3Cl)n2)cc1,2%,-3%,18,6%,?,-25%,-20%
Cc1ccc(S(=O)(=O)N2CCC(=O)N(CCOCc3ccc(Cl)cc3)CC2)cc1,5%,-3%,-24,-5%,?,225%[activator],?
C=CCc1ccccc1OCC(=O)O,-8%,2%,-31,-3%,9%,-7%,-11%
O=C(N/N=C/c1ccc(Br)s1)Nc1ccccc1,-5%,0%,-4,-25%,3%,-13%,1%
CCCN(CCC)Cc1c(C(=O)N/N=C/c2ccoc2)nnn1-c1nonc1N,-4%,7%,-2,48%[activator],0%,7%,-8%
O=C(N/N=C/c1cccc([N+](=O)[O-])c1O)c1cccs1,-16%,6%,-39,11%,13%,-11%,0%
CC(NC(=S)Nc1ccc(OC(F)F)c(Cl)c1)C(C)(C)C (configuration not stated),2%,6%,?,47%[activator],11µM*,-32%,-8%
Cc1ccc2nc(SCc3nnc(-c4ccccc4[N+](=O)[O-])o3)c(C#N)cc2c1,-1%,0%,-16,1%,?,-34%,8%
COC(=O)Nc1ccc2ccc3c(NC(=O)OC)ccc4ccc1c2c43,nt,-8%,-23,-11%,13µM*,nt,nt
CC(C)CC1OC(C)CC2=C1C(=O)OC(C)(C)O2 (configuration not stated),nt,2%,20,-9%,nt,nt,nt
CSc1ccc(C2NC(=O)CCC2[N+](=O)[O-])cc1 (configuration not stated),-3%,-4%,?,-8%,2%,-23%,-1%
C/C(=N\NC(=O)c1cccc(S(=O)(=O)N2CCOCC2)c1)c1ccco1,0%,10%,-13,-8%,15%,-12%,-9%
CCCn1c(SCC(=O)c2ccc3c(c2)OCCO3)n[nH]c1=O,1%,-4%,-19,7%,-12%,-14%,?
Cc1ccccc1C(=O)Nc1ccc(Br)cn1,?,7%,28,-5%,?,-22%,?
Cc1cc(C)c(S(=O)(=O)Nc2ccc(-c3ccc(N4CCC(C)CC4)nn3)cc2)cc1C,nt,-11%,?,nt,nt,nt,20%

# (cont.)
SMILES,LmPK inh,Tb PYK inh,HCMV inh,AMA1-RON2 inh,HCV inhibitor,AmpC no deterg,AmpC inh detg
COc1ccc(CN(C)C(=O)c2cnc(OC)cc2C(F)(F)F)c(OC)c1,3%,1%,-13,1%,-20%,48%,-8%
Cc1ccc2nc(SCC(=O)c3c(N)n(C4CC4)c(=O)[nH]c3=O)[nH]c2c1,nt,-14%,-4,-27%,-14%,125%[activator],1%
Cc1ccc(-n2c(=O)c3sccc3n(Cc3cc(=O)n4ccccc4n3)c2=O)cc1F,3%,nt,9,nt,12%,-18%,-5%
COc1ccc(NC(=O)CCCc2nnc3n(C)c(=O)c4sccc4n23)cc1,1%,10%,-25,-2%,13%,-5%,-20%
O=C(Nc1ccc(F)c(Cl)c1)c1ccccc1,nt,-8%,6,2%,-6%,-18%,?
Cc1c(NS(=O)(=O)c2cccc(C(=O)OCC(=O)N(C)C3CCCCC3)c2)c(=O)n(-c2ccccc2)n1C,3%,0%,-9,5%,13%,43%,-16%
Cc1cc(C)cc(C(=O)NC(CC(N)=O)c2ccc(N3CCC(N4CCCCC4)CC3)c([N+](=O)[O-])c2)c1 (configuration not stated),-5%,3%,21,-2%,36%[activator],-16%,-12%
Cc1ccc(CNC(=O)C2CCN(S(=O)(=O)N3CCCCC3)CC2)cc1,3%,-2%&-4%,-35&-8,-2%,8%,2%,1%&0%
O=C(CN(c1ccc(Cl)c(C(F)(F)F)c1)S(=O)(=O)c1ccccc1)N1CCc2ccccc2C1,nt,7%,-17,nt,nt,nt,22%
CC(C)COC(=O)Cn1nnc2sc(-c3ccccc3)cc2c1=O,nt,-2%,4,nt,nt,nt,-2%
CCc1ccc(NC(=O)Cn2cc(S(=O)(=O)c3ccc(F)cc3)c(=O)c3cc(OC)ccc32)cc1,nt,-2%,-7,nt,nt,nt,7%
Cn1c(CNC(=O)OC(C)(C)C)nnc1SCc1c(Cl)cccc1Cl,3%,0%,11,-17%,-22%,23%,2%
Cc1ccc2c(c1)cc(CN(CCc1ccccc1)C(=O)N1CCOCC1)c1nnnn12,2%,-8%,4,-4%,-6%,146%[activator],-18%
CNC(=O)C(=O)NCCCN1CCOCC1,-7%,4%,-27,0%,17%,-12%,?
Cc1ccc(C)c(N2CCN(C(=O)c3ccc(CS(=O)(=O)c4ccccc4C)o3)CC2)c1,2%,1%,-16,-18%,?,82%[activator],?
Cc1nn(CC(=O)N/N=C/c2ccc(F)cc2)c(C)c1[N+](=O)[O-],4%,0%,47,4%,12%,-12%,0%
Cc1ccc2nc(Nc3cccc(Cl)c3C)c(-n3nc(C)cc3C)nc2c1,nt,-2%,28,nt,nt,nt,12%
CCN(CC)CCn1c2c(c(SCC(=O)Nc3nc4ccccc4s3)nc1=O)CCCC2,nt,-2%,-13,-5%,?,4%,-6%
CN(C)C(=S)NC(=S)Nc1ccc2ccccc2c1,nt,-20%,45,-3%,?,nt,nt

# Screening results (PubChem BioAssay)
